Rev-RRE block: inhibitors of HIV-1 Rev-RRE RNA interaction. P05866. Rev peptide-RRE RNA binding, FRET. inhibition, % at 8 µM. 97,000 tested, 0.79% active. AID 704;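 active means inhibition above the screen-wide mean plus 3 SD, cut at about 35% in these data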;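 further: 0% = median DMSO wells and 100% = median Neomycin B control wells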
Target sequence (P05866 whole entry, looked up): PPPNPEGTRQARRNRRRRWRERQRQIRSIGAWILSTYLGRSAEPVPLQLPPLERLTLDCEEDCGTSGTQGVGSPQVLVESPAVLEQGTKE
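Material: labelled RRE RNA duplex and labelled Rev peptide / Buffer or medium: HEPES pH 7.5 salt buffer with EDTA / Compound dosing: single point, 8 µM final nominal compound concentration / Benchmarks: DMSO low control, neomycin B high control / Timing: 5 min preincubation and 15 min binding, 25 °C / Technique: FRET fluorescence readout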
EphB4 ephrin blk: antagonists of human EphB4-ephrin-B2 interaction; AID 720; EphB4 LBD / TNYL-RAW-Alexa532 peptide, fluorescence polarization; P54760; 97,000 tested, 0.15% active; inhibition, % at 7 µM;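 active means inhibition above the screen-wide mean inhibition plus 3 SD, cut at about 15% in these data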;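 further: 0% = DMSO wells and 100% = excess unlabeled TNYL-RAW peptide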
Pyk2 oligo antag: antagonists of human Pyk2 oligomerization; AID 1347419; 99,000 tested, 0.83% active; z-score (the deposit names both 25 µM and 10 µM); Q293 cells, Pyk2 FERM NanoBiT luminescence; stronger effect = lower value;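 active means Z-score of -3 or lower, scaled per plate to the spread of control and sample wells; inactive means z-score above -3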;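 further: negative z-score means lost luminescence so less FERM oligomerization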
Target sequence (Q14289 whole entry, looked up): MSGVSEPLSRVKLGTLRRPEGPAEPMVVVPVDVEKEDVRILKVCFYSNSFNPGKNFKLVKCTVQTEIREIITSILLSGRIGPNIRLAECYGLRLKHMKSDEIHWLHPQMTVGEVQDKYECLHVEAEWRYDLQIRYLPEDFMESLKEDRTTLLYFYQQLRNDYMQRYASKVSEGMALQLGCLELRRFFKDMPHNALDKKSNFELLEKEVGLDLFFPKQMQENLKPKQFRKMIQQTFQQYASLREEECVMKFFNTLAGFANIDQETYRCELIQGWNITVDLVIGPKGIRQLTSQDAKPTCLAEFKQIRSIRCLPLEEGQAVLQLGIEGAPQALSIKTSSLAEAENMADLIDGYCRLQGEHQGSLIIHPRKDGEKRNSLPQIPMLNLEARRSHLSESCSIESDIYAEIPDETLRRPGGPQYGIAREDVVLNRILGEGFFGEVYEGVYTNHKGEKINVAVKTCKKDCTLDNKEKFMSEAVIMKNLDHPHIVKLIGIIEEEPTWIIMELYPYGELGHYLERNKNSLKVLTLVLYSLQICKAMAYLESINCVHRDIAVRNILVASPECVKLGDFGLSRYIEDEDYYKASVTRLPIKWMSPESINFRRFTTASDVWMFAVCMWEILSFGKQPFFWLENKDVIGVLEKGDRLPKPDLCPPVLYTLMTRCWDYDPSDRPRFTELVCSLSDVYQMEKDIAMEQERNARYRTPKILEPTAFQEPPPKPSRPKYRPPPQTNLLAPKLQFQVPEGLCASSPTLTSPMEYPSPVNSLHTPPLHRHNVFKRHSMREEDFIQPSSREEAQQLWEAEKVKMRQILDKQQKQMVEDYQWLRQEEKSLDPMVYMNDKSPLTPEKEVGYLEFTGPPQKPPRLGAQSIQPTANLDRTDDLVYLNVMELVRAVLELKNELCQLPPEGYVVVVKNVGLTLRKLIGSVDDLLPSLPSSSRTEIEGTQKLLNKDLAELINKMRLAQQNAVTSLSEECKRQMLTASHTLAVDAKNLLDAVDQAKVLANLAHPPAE
F-actin modifier: cytoskeleton assembly modification. HUVEC TNFa F-actin phalloidin imaging, high content. inhibition, % at 2 µM. 91,000 tested, 0.18% active. AID 836;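 active means inhibition above the batch mean plus 3 SD and confirmed as a hit by visual image inspection, cut at about 30% in these data, passing the limit was not always enough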; further: strong numbers were not always called active
PTPN22 inh 2: LYP (human) phosphatase inhibition; Q9Y2R2; recombinant LYP catalytic domain, DiFMUP fluorescence; inhibition, % at 2 µM; 96,000 tested, 0.21% active; AID 640;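 active means inhibition at 2 µM at or above a set limit, the screen mean plus 3 SD, cut at about 24% in these data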;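 further: 0% = DMSO with enzyme and 100% = enzyme fully blocked by orthovanadate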
Plk1 PBD FP: blocks phosphopeptide binding to human Plk1 polo box domain. P53350. Plk1 PBD phosphopeptide binding, fluorescence polarization. inhibition, %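 (tested at about 20 µM)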. 97,000 tested, 0.13% active. AID 693; in the data active means inhibition above about 34%, passing the limit was not always enough
FAK inh: blocks human focal adhesion kinase activity; 97,000 tested, 0.84% active; biochemical FAK kinase activity assay; Q05397; inhibition, %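 (tested at 7 µM)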; in the data active means inhibition above about 19%;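 further: 0% = DMSO and 100% = reference compound high control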
PLK1 kinase inh: blocks human PLK1 kinase activity. P53350. inhibition, % at 10 µM. 97,000 tested, 0.53% active. AID 619. recombinant PLK1 kinase, TR-FRET peptide phosphorylation;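 active means inhibition of 50% or more in the single-concentration screen; inactive means inhibition below 50%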;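 further: 0% = DMSO max control and 100% = H-89 dihydrochloride min control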
PTPN22 act: increases human PTPN22 phosphatase activity | Q9Y2R2 | recombinant LYP, DiFMUP fluorescence; 0 = plate median, 100 = signal doubled | activation, % at 2 µM | 96,000 tested, 0.11% active | AID 697;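 active means activation at 2 µM above a set limit, the mean plus 5 SD, cut at about 37% in these data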
Numbers without * were called inactive; nt = no result given; [ ] = remark or other dose.

SMILES	Rev-RRE block	EphB4 ephrin blk	Pyk2 oligo antag	F-actin modifier	PTPN22 inh 2	Plk1 PBD FP	FAK inh	PLK1 kinase inh	PTPN22 act
COc1cccc(-c2cc(C(=O)NCc3ccc(Cl)cc3)no2)c1	7	7	0.99	-3	4	-1	0	-16	-8
COc1ccc(-c2cc(C(=O)Nc3cc(C)n(Cc4ccc(Cl)cc4)n3)no2)cc1OC	-5	3	0.24	24	11	3	-4	-7	-13
CCOC(=O)Cn1c(=O)oc2cc(S(=O)(=O)NCCC(C)C)ccc21	6	2	nt	-6	1	-23	-3	4	-1
CCOC(=O)c1c(C)n(C)c2ccc(OCC(O)CNC(CC)CO)cc12 (stereo not given)	-1	-3	0.97	-37	-10	-5	4	-14	8
O=C(CSc1ncnc2nc[nH]c12)c1ccc2ccccc2c1	5	-4	0.31	9	-12	-9	2	1	13
Cc1ccc(C(=O)OCC(=O)Nc2ncc(Cl)cc2Cl)cc1NC(=O)c1ccco1	4	-7	-0.19	-2	3	6	3	-2	-1
CC1(C)C2CCC(C2)C1(C)NC(=O)CN1CCOCC1 (stereo not given)	4	7	0.72	17	-5	-14	-3	0	5
COc1cc(OC)cc(C(=O)Nn2cc(C(=O)N3CCN(C)CC3)c3ccccc3c2=O)c1	4	2	1.3	5	-3	-20	2	-1	2
CCCc1cc(=O)[nH]c(Nc2ccc(OC)c(Cl)c2)n1	21	-4	-0.61	-7	-3	8	3	-7	2
O=S(=O)([N-]c1nc2ccccc2nc1-[n+]1ccccc1)c1ccc(Cl)cc1	-3	-3	-0.93	2	0	3	-3	-8	4
c1ccc(CCc2nn3c(Cc4ccccc4)nnc3s2)cc1	7	-4	-0.66	-2	5	-18	-1	-11	-3
CCCC(=O)Nc1nc2ccc(C(=O)OCC)cc2s1	3	3	nt	6	-4	-11	9	-20	3

4 consecutive entries from above, for reference:
SMILES	Rev-RRE block	EphB4 ephrin blk	Pyk2 oligo antag	F-actin modifier	PTPN22 inh 2	Plk1 PBD FP	FAK inh	PLK1 kinase inh	PTPN22 act
COc1cccc(-c2cc(C(=O)NCc3ccc(Cl)cc3)no2)c1	7	7	0.99	-3	4	-1	0	-16	-8
COc1ccc(-c2cc(C(=O)Nc3cc(C)n(Cc4ccc(Cl)cc4)n3)no2)cc1OC	-5	3	0.24	24	11	3	-4	-7	-13
CCOC(=O)Cn1c(=O)oc2cc(S(=O)(=O)NCCC(C)C)ccc21	6	2	nt	-6	1	-23	-3	4	-1
CCOC(=O)c1c(C)n(C)c2ccc(OCC(O)CNC(CC)CO)cc12 (stereo not given)	-1	-3	0.97	-37	-10	-5	4	-14	8

(listing goes on)
SMILES	Rev-RRE block	EphB4 ephrin blk	Pyk2 oligo antag	F-actin modifier	PTPN22 inh 2	Plk1 PBD FP	FAK inh	PLK1 kinase inh	PTPN22 act
OC(c1ccccn1)c1c[nH]c2ccccc12 (stereo not given)	5	-2	0.93	67*	-2	-3	3	-12	2
COc1ccc(C2CC(=O)c3cnc(N4CCN(Cc5ccccc5)CC4)nc3C2)cc1 (stereo not given)	-2	0	1.8	2	-10	-5	1	-9	7
Cc1cc(C)nc(NS(=O)(=O)c2ccc(NS(=O)(=O)c3ccccc3)cc2)n1	2	-2	0.83	-23	3	-2	0	-7	-1
COc1ccc2c(c1OC)C(=O)N(c1ncn[nH]1)C2	5	-1	1.4	21	11	-8	-1	-1	-9
COc1ccc(C(=O)Oc2c(CN3CCOCC3)cc(Cl)c3cccnc23)cc1OC	6	3	nt	-13	2	-1	1	-5	-4
Cc1oc(-c2cccc(Cl)c2)nc1CN1CCCC(C(=O)NCCCN2CCOCC2)C1 (stereo not given)	1	0	1.4	nt	-3	5	1	-1	2
COc1cc(/C=c2\sc3nc(-c4ccncc4)nn3c2=O)ccc1OC(C)=O	9	-3	nt	0	3	-29	2	1	-4
CSc1nc(Oc2ccc(F)cc2F)cc(C(F)(F)F)n1	5	-5	-0.13	8	-5	-26	2	-10	9
Cc1cc(C)c2nc(N3CCC(C(=O)N4CCN(C(=O)c5ccco5)CC4)CC3)sc2c1	-6	0	2.3	4	5	9	-3	-14	-5
Cn1c(=O)n(C)c2cc(C(=O)Nc3ccc4c(c3)OCO4)ccc21	3	5	2.1	-6	-18	12	-2	-6	11
Cc1ccc(C)c(-n2c(SCC(=O)NCC3CCCO3)nnc2-c2ccoc2C)c1 (stereo not given)	-1	0	-0.13	-4	-6	-38	-6	-3	4
CCN(CC(=O)NC1CCCCCC1)S(=O)(=O)c1ccccc1	2	-6	-0.04	-3	-31	-8	3	-11	34
CCNC(=O)C1CC(=O)OC12CCCCC2 (stereo not given)	2	-9	0.64	6	1	9	-8	-3	3
CCOc1ccc(OCCCCNCCN)cc1	11	0	nt	-12	2	-2	1	1	-1
CC(=O)c1cc(C#N)c(SCC(=O)OC(C)(C)C)nc1C	19	4	-0.9	2	6	6	2	-1	-8
COC(=O)C(C)n1nc(C)n(-c2ccc(C)cc2)c1=O (stereo not given)	3	-8	0.99	2	-3	-30	-3	-14	5
CCOC(=O)CSc1nc(C(C)C)nc2ccccc12	7	9	0.97	5	-4	-15	37*	-5	4
Nc1cc(=O)[nH]c(SCC(=O)Nc2cccc(Cl)c2)n1	2	2	1.4	-1	-26	-34	0	-24	22
CCOc1cccc(OCCOCCn2cnc3ccccc3c2=O)c1	3	-7	0.92	2	-12	41	1	2	13
CCOC(=O)C(NCc1ccccc1)(NC(=O)c1ccccc1)C(F)(F)F (stereo not given)	-3	-1	-0.61	11	0	23	1	-6	1
O=C(Nc1nnc(-c2ccccc2)s1)c1cccc(S(=O)(=O)N2CCOCC2)c1	1	7	-2.7	3	-1	-13	2	-8	0
COC(=O)C1=C(N)Oc2cc(C)n(CC3CCCO3)c(=O)c2C1c1ccccc1OC (stereo not given)	3	-11	-0.27	13	11	-8	0	-11	-11
COc1cccc(Cn2c(-c3nonc3N)nc3ccccc32)c1	16	11	-2.6	-1	7	-5	-9	6	-4
COc1cccc(/C=N/NC(=O)c2ccc(-c3ccccc3)cc2)c1O	12	3	0.4	16	28*	-13	0	-29	-27
Cc1ccc(CNC(=O)C2CC(c3cccc([N+](=O)[O-])c3)=NO2)o1 (stereo not given)	-1	3	nt	-16	3	-14	-5	1	1
N#CC1=C(Nc2ccccc2)SC=C(c2ccccc2)N=C1N1CCOCC1	3	1	-0.25	-5	11	-5	0	-7	-12
COc1ccc(C(=O)Nn2c(SCc3ccc([N+](=O)[O-])cc3)nc3ccccc3c2=O)cc1	3	5	1.5	22	12	-14	2	-14	-7
COc1cc(OC)c(C(=O)Nc2ccc(N(C)C)cc2)cc1OC	-6	0	-0.33	-6	-3	-11	-1	-8	7
CCC1(CC)C(=O)NN(c2ccccc2)C1=O	9	8	-0.87	14	-6	-1	2	-12	3
CCCCC(CC)CNC(=O)C1C2C=CC(C2)C1C(=O)O (stereo not given)	5	3	0.02	-15	-6	-15	-3	-38	3
O=C(Nc1cccc(O)c1)c1cccc(S(=O)(=O)N2CCCC2)c1	1	0	0.08	-18	-11	31	-5	-1	10
COc1ccc(NCc2cc3cc(OC)ccc3[nH]c2=O)cc1	15	4	0.42	6	-2	11	10	-10	-1
COc1ccc(C(=O)N2CCN(c3nnnn3-c3ccccc3)CC2)cc1OC	2	4	0.96	8	10	1	-6	-7	-15
O=C(NCc1ccco1)c1cccc2ccccc12	7	6	-0.02	-8	-1	-16	3	-6	0
Cc1cc(Cl)ccc1OCC(=O)NCc1ccncc1	7	7	1.1	-4	-8	-5	6	-2	5
O=C(c1cccs1)N1CCOCC1	-1	0	-0.05	15	2	23	-1	-5	-6

Ordered by the number under Rev-RRE block (largest number first): some entries from above
Compound | Rev-RRE block | EphB4 ephrin blk | Pyk2 oligo antag | F-actin modifier | PTPN22 inh 2 | Plk1 PBD FP | FAK inh | PLK1 kinase inh | PTPN22 act
CCC1(CC)C(=O)NN(c2ccccc2)C1=O | 9 | 8 | -0.87 | 14 | -6 | -1 | 2 | -12 | 3
CCCCC(CC)CNC(=O)C1C2C=CC(C2)C1C(=O)O (stereo not given) | 5 | 3 | 0.02 | -15 | -6 | -15 | -3 | -38 | 3
COc1cc(OC)c(C(=O)Nc2ccc(N(C)C)cc2)cc1OC | -6 | 0 | -0.33 | -6 | -3 | -11 | -1 | -8 | 7

Continued.
SMILES	Rev-RRE block	EphB4 ephrin blk	Pyk2 oligo antag	F-actin modifier	PTPN22 inh 2	Plk1 PBD FP	FAK inh	PLK1 kinase inh	PTPN22 act
COC(=O)c1ccc(C)c(NC(=O)CCSc2ccc(Cl)cc2)c1	11	-1	0.76	17	5	-20	1	-6	0
COc1cc(CNc2ccccc2SC)ccc1O	7	2	1.6	11	4	32	4	-1	-4
Cc1nnc(SCC(N)=O)n1CC1CCCO1 (stereo not given)	7	-6	0.82	43	3	-22	-2	-15	-4
Cc1ccc(CSc2nc3ccccc3c(=O)n2CCCC(=O)NCc2ccco2)cc1	2	0	-1.1	-33	12	12	-5	-14	-11
COCc1cc(C)nc2sc3c(=O)oc(C)nc3c12	5	-9	-0.28	-7	-12	-38	-6	-16	11
COc1cc(OC)c(OC)cc1CN1CCc2ccccc2C1	4	-8	0.44	nt	5	33	-1	-3	-5
Cc1ccc(Nc2cc(-n3cccn3)ncn2)c(C)c1	4	2	-1.1	8	-13	7	3	1	13
CCCC(=O)c1ccc(N2CCN(C(=O)c3ccccc3Br)CC2)c(F)c1	6	-9	1.4	0	-2	-20	-2	-11	0
CCCCCCc1nnc(NC(=O)OCC)s1	6	2	-1	36	3	30	-2	-10	-4
COC(=O)c1ccccc1OCC(=O)N1CCN(c2ccc(F)cc2)CC1	-5	-3	0.25	nt	-9	1	-7	-4	10
COC(=O)C1C2C=CC(C3CC23)C1C(=O)OCC(=O)c1ccc(OC)cc1 (stereo not given)	1	3	-0.25	-3	-3	-4	1	-5	0
CCOC(=O)N1CCC(NC(=O)c2cc(C(=O)NC3CCCC3)ccc2CO)CC1	7	-1	nt	2	2	10	6	-5	-4
CCOC(=O)C1(C)NC(c2ccc(OC)cc2OC)C2C(=O)N(c3cccc(OC)c3)C(=O)C21 (stereo not given)	6	1	0.87	-11	6	-13	-2	-10	-7
CSc1cccc(NC(=O)CN(C)S(=O)(=O)c2ccc(F)cc2)c1	1	-5	-0.21	6	1	1	-1	-4	-4
CC(C)C(C(=O)NCC1CCCO1)N(Cc1ccco1)C(=O)CNS(=O)(=O)c1ccccc1 (stereo not given)	-4	-11	1	-17	-5	-17	-2	-7	2
N#Cc1nc(-c2ccc(Cl)cc2)oc1NCc1cccc2c1OCO2	12	5	-0.28	-11	14	3	1	-7	-13
Cc1ccc(C(=O)N/C(=C\c2cn(-c3ccccc3)nc2-c2ccccc2)C(=O)N2CCOCC2)cc1	5	4	-0.33	-1	5	17	6	-9	-1
O=C(CCn1cccc1)Nc1cccc(F)c1	8	0	0.08	-30	-2	27	17	-8	3
O=C(Cn1nnc2ccccc2c1=O)Nc1cc(C(F)(F)F)ccc1N1CCOCC1	17	0	-1.5	22	-2	13	0	-6	3
Cc1ccc(Cl)cc1NC(=O)C1CCCN(S(=O)(=O)c2c(C)noc2C)C1 (stereo not given)	-3	-6	0.01	-25	3	-14	3	-7	-5
COc1cc(C(=O)N2CCC(NC(=O)C(Cc3ccccc3C)NC(C)=O)CC2)cc(OC)c1OC (stereo not given)	0	6	0.13	20	0	-14	-2	5	-3
COCC(=O)Nc1ccc(C(N)=O)cc1	1	5	1.7	-8	9	39	-12	5	-9
COc1ccc(S(=O)(=O)N(C)c2ccc(C(=O)NCCC(C)C)cc2)cc1	16	-4	-0.71	-2	-4	18	-1	-21	1
O=c1cc(O)nc2n1CCCS2	13	2	-0.03	-29	3	7	-8	1	-4
CCCCNC(=O)CN(c1cccc(Br)c1)S(C)(=O)=O	5	2	0.44	6	4	-13	1	-13	-4
CCCCCCc1cc2cc(-c3nnc(-c4ccccc4OC)o3)c(=O)oc2cc1O	143*[fluorescence artefact?]	2	-3.1*	19	46*	-202	2	-3	-46

Screens as filed in PubChem.
